Ecoli WT expand – growth inhibitors of wild-type E. coli, primary screen, strain BW25113, expanded library, OD600. OD600 absorbance. growth inhibition, % at 100 µM. 98,000 tested, 0.15% active;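 active = growth inhibition above about 50% at one test dose, limit read from the data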;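 note: growth measured after 20 h incubation at 37 °C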
CYP2C9 act – human CYP2C9 activators, primary screen, biochemical, luminescence; 96,000 tested, 1.4% active; Cytochrome P450 2C9 (Homo sapiens), P11712; recombinant CYP2C9, luciferin-H conversion; hits give high values; factor 1 = untreated enzyme, 0 = blocked; AID 1024, 2008; activation factor at 5 µM;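 active = activation factor of 2 or more for CYP2C9 at a 5 µM dose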;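 note: 0 = sulfaphenazole-blocked wells and 1 = vehicle-only wells; values of inactives mirror those of a sister screen read the other way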
Target sequence (P11712 whole entry, looked up): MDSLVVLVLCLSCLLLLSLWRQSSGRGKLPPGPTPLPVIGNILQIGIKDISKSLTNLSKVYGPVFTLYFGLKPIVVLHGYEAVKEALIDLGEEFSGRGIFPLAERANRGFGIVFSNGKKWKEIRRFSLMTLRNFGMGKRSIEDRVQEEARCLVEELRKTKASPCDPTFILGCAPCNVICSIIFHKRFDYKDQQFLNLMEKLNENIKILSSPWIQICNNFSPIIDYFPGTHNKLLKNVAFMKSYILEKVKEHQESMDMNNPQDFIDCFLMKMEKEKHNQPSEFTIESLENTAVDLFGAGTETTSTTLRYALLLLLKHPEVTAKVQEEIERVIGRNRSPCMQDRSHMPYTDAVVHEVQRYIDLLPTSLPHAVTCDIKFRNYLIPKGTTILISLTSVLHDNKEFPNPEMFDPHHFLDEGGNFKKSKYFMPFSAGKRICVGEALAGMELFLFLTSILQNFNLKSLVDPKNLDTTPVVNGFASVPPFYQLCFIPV
PostGolgi yeast – phenotypic screen on post-Golgi transport, primary screen; 98,000 tested, 0.9% active; inhibition, % at 10 µM; post-Golgi transport phenotypic cell assay; in the data active = inhibition above about 30%;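 note: yeast cells grown in 1536-well plates; yeast grown about 18 h at 30C before absorbance read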
CYP2C19 act – human CYP2C19 activators, primary screen, biochemical, luminescence; 96,000 tested, under 10 active; recombinant CYP2C19, luciferin-H EGE luminescence; hits give high values; 0 = fully inhibited enzyme, 1 = untreated enzyme; activation factor at 5 µM; AID 1025, 2008;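 active = activation factor of at least 2 at 5 µM in the primary screen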;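 note: 0 = wells with 2.5 mM tranylcypromine and 1 = vehicle-only wells; values of inactives mirror those of a sister screen read the other way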
CYP2C9 inhib – blockers of cytochrome P450 2C9 activity – biochemical, luminescence, ADME assay, primary screen; CYP2C9 Supersomes, luciferin-H conversion; P11712; AID 777, 2007; inhibition, % at 5 µM; 96,000 tested, 20% active;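 active = blocking of liver enzyme CYP2C9 beyond about 50% at 5 µM, limit read from the data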; note: values of inactives mirror those of a sister screen read the other way
EphB4 antag – EphB4-ephrin-B2 interaction antagonists, primary screen, biochemical, TNYL-RAW peptide probe, fluorescence polarization | AID 720, 2007 | 97,000 tested, 0.15% active | Ephrin type-B receptor 4 (Homo sapiens), P54760 | EphB4 LBD / TNYL-RAW-Alexa532 peptide | inhibition, % at 7 µM;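 active = inhibition above the screen-wide mean inhibition plus 3 SD, cut at about 15% in these data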;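 note: 0% = DMSO wells and 100% = excess unlabeled TNYL-RAW peptide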
CYP2C19 inhib – blockers of cytochrome P450 2C19 activity – biochemical, luminescence, ADME assay, primary screen. CYP2C19 Supersomes, luciferin-H EGE luminescence, 30 min. inhibition, % at 5 µM. 96,000 tested, 21% active;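 active = CYP2C19 inhibition above a set limit at 5 µM in the primary screen, cut at about 50% in these data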;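 note: plate controls were negative control wells for no effect and 2.5 mM tranylcypromine positive control for full effect; values of inactives mirror those of a sister screen read the other way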
PLAP act – PLAP enzyme activators, biochemical, luminescence, HTS; 96,000 tested, 1.2% active; purified PLAP enzyme, luminescent substrate read-out; hits give high values; activation fold at 20 µM; AID 696, 2007; Alkaline phosphatase, placental type (Homo sapiens), P05187; in the data active = activation fold above about 2
Target sequence (P05187 whole entry, looked up): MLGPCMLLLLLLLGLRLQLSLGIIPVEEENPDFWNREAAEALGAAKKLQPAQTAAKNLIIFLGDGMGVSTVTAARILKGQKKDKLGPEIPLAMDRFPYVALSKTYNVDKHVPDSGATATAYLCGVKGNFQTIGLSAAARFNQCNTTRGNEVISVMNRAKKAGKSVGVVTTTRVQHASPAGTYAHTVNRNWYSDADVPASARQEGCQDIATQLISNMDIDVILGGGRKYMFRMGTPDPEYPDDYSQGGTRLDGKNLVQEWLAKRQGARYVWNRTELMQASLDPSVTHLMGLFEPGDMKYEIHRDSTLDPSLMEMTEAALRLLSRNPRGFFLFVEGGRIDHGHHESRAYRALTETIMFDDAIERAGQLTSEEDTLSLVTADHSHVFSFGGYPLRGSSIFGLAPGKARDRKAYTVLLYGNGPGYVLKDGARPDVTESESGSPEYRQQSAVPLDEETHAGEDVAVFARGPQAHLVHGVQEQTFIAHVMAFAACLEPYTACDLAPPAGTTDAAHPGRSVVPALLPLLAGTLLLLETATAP
Pyk2 oligo antag – antagonists of Pyk2 self-association, primary screen, Q293 cells, FERM NanoBiT luminescence, HTS; Protein-tyrosine kinase 2-beta (Homo sapiens), Q14289; hits give low values; z-score (the deposit names both 25 µM and 10 µM); 99,000 tested, 0.83% active;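 active = Z-score of -3 or lower, scaled per plate to the spread of control and sample wells; inactive = z-score above -3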;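 note: negative z-score means lost luminescence so less FERM oligomerization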
Starred values were filed as active, the others as inactive; · = no result given.

SMILES	Ecoli WT expand	CYP2C9 act	PostGolgi yeast	CYP2C19 act	CYP2C9 inhib	EphB4 antag	CYP2C19 inhib	PLAP act	Pyk2 oligo antag
O=C(CSc1nnc(Cn2c(=O)sc3ccccc32)n1CCc1ccccc1)N1CCOCC1	-8	0.9	4	1	11	-7	1	1.5	0.11
O=C1c2cccnc2C(=O)N1Cc1ccco1	-1	1.1	4	1.1	-11	·	-9	1.2	1
CC(C)(C)c1ccc(C(=O)N2CCC(C(=O)NCc3ccncc3)CC2)cc1	5	0.4	-6	0.6	55*	-5	39	1.6	2.4
Cc1cc(C(=O)CSc2nnc(N)s2)c(C)n1CCc1ccc(F)cc1	4	0.1	-10	0	88*	7	96*	0.9	-0.01
C=C(C)Cn1c(CCNC(=O)C(C)C)nc2ccccc21	7	0.9	-6	0.7	9	2	34	1	0.02
O=C1CC(c2ccc(S(=O)(=O)N3CCN(c4ccccc4)CC3)cc2)CN1 (stereo not drawn)	2	0.8	-6	0.9	19	-1	10	0.9	0.98
Cc1ccc(C(C(=O)NC2CCCCC2)N(CCC(C)C)C(=O)CNC(=O)c2ccco2)o1 (stereo not drawn)	-11	0.7	0	0.5	34	1	53*	1.5	-0.52
CCCn1c(/N=C/c2cc(OC)ccc2O)nc2ccccc21	18	1.1	4	1	-12	3	-4	0.8	0.11
Cc1cc(C)cc(N(CC(=O)N2CCN(c3ccccc3)CC2)S(=O)(=O)c2c(C)noc2C)c1	-13	0.8	3	0.7	24	-4	31	1.7	·
CN1CCN(C(=O)c2cnn3c(C(F)F)cc(C4CC4)nc23)CC1	9	1.2	12	1.2	-24	1	-22	1.1	1.4
CC(=O)N1CCN=C1SCc1ccc(Cl)cc1	-6	0.7	3	0.6	32	·	40	1.1	·
C=C1Cn2c(nnc2-c2ccc(Cl)cc2)S1	5	1.3	-5	0.6	-32	1	44	0.8	·
COc1ccc(C(=O)NCCCCCC(=O)O)cc1OC	1	1.2	4	1.1	-16	-2	-13	0.9	-0.49
CCOC(=O)C(Sc1cc(C)nc(N)n1)C(C)=O (stereo not drawn)	-1	1	1	1.1	3	-2	-8	1	-0.53
O=C(Nc1ccccn1)C1(c2ccccc2)CCCC1	3	0.4	11	0.2	59*	-10	81*	0.8	-0.07
CC(C)(C)c1ccc(OCc2nc(-c3ccccn3)no2)c(Br)c1	3	1.1	-1	0.8	-5	-12	18	1.5	-1.6
CCOc1nc(C)ccc1-c1noc(C)n1	-1	1.1	-5	1.1	-10	5	-10	1.1	-0.41
O=C(NC(NCc1ccccc1)C(Cl)(Cl)Cl)c1cccnc1 (stereo not drawn)	0	0.8	-1	0.6	16	-1	43	0.9	-0.86
COc1ccccc1N1CCN(C(=O)CSc2ccccc2)CC1	0	0.5	6	0.6	46	4	44	1.3	0.39
Cc1cccc2cc(CN(CC3CCCO3)C(=O)c3ccncc3)c(=O)[nH]c12 (stereo not drawn)	-6	0.2	-1	0.1	83*	·	89*	1.2	0.43
CCN1CCN(c2nc(C)c3c(n2)CCCC3=O)CC1	2	0.9	1	1.2	12	6	-18	0.8	-0.52
Clc1ccc2nc(C3CCN(Cc4ccccc4)CC3)[nH]c2c1	7	0.7	-1	0.5	33	4	46	1.2	0.29
CCc1ccc(C2NC(C(=O)O)CS2)cc1 (stereo not drawn)	-16	1.1	6	1	-9	3	0	1.4	·
COC(=O)C(C)Sc1nnc(Cc2cc(=O)[nH]c(=O)[nH]2)n1-c1cc(C)ccc1C (stereo not drawn)	2	1	-19	1	-1	-6	1	1.2	·
O=C(c1ccccc1)N1CCCCC(S(=O)(=O)c2ccccc2)C1=O (stereo not drawn)	-2	0.6	0	0.7	42	-10	33	1.1	-0.08
O=C(NCC1CCCO1)C1C2C=CC3(CN(Cc4cccs4)C(=O)C13)O2 (stereo not drawn)	1	0.8	4	1	17	6	3	1.3	2.2
CCCOC(=S)N/C(=N\S(=O)(=O)c1ccccc1)c1ccccc1	4	0.3	0	0.6	67*	11	37	1.2	0.06
COc1cc(/C=N/NC(=O)c2cccc([N+](=O)[O-])c2)ccc1OCc1ccc(C)cc1	-13	1.2	-21	1	-24	3	-3	0.7	0.44
COCCNS(=O)(=O)c1ccc(SC)cc1	7	1.2	-4	0.7	-16	-1	35	1	0.04
COc1cccc(-c2cc(C(=O)Nc3c(C)n(C)n(-c4ccccc4)c3=O)no2)c1	10	1.2	-7	1.1	-20	1	-11	1.3	-0.55
CC(=O)N1CC2(C)CN(C(C)=O)CC(C)(C1)C2	7	1.1	0	1.1	-13	10	-7	1	0.57
CC(C)(C)C(=O)CCN1C(=O)C2(OCCO2)c2ccccc21	7	0.9	-2	0.7	8	-5	30	1	0
Cc1ccc(NC(=O)c2ccc(OC(=S)N3CCOCC3)cc2)cc1	-8	1	-6	0.8	3	-1	20	0.9	1.2
O=C(c1ccc(F)cc1)N1CCCCC(Sc2nnc3ccccn23)C1=O (stereo not drawn)	-5	1.2	3	1.2	-21	4	-18	1.1	1.4
Cc1ccc(N(C(=O)C2CCC(=O)N2)C2(C(=O)NC3CCCCC3)CCCCC2)cc1 (stereo not drawn)	-1	1.1	12	1	-12	6	0	1.3	-0.52
COc1ccccc1CNC(=O)c1cn(C)c(=O)c2cc(OC)c(OC)cc12	-3	1	-1	1	-2	1	0	1.1	0.79
COCCCn1c(SCc2nc3ccccc3c(=O)[nH]2)nc2ccccc2c1=O	-11	0.3	-1	0.6	67*	-6	36	1	-1.5
COc1ccccc1N1CCN(C(=O)c2cc(-c3ccco3)on2)CC1	-2	0.2	-12	0.1	76*	3	92*	1.6	·
O=c1[nH]c(NCc2ccccc2)nc2c1CCCC2	32	0.7	2	0.9	26	2	6	1	0.6
Cc1cc2ccccc2c(=O)n1CC(=O)NCC(=O)N1CCN(c2ccccc2F)CC1	-2	2.1*	1	1	-110	8	-4	1	0.14
O=C1C2CC=C(Cl)CC2C(=O)N1CC1OCCc2ccccc21 (stereo not drawn)	2	0.4	0	0.3	55*	-10	74*	1.6	-0.08
O=C(COC(=O)CCCNC(=O)c1ccc(Cl)cc1)NCc1ccccc1Cl	1	0.3	19	0.4	70*	1	56*	1	0.08
CCCc1cc(=O)[nH]c(SCC(=O)Nc2cc3c(cc2C(C)=O)OCO3)n1	-3	0.7	-1	0.7	29	2	33	0.9	0.75
O=C(NC1CC1)C1CCN(Cc2cnn(-c3ccccc3)c2-n2cccc2)CC1	5	0.9	25	0.9	8	5	9	2*	0.25
CCn1c(=O)n(CC(=O)N2CC(C)CC(C)C2)c(=O)c2ccccc21 (stereo not drawn)	0	1	3	0.7	3	5	25	1.1	0.14
CC(=O)c1ccc(NS(=O)(=O)Cc2ccccc2)cc1	7	0	-3	0.1	97*	-1	93*	1.2	1.4
CC1(c2ccc3noc(-c4ccccc4)c3c2)OCCO1	5	0.6	3	0.5	45	·	50*	0.9	-0.01
OCC(CO)(CO)N=Cc1cc(Br)ccc1O	24	1	18	0.9	1	-4	6	0.7	0.34
COC(=O)CSc1nc2c(c(=O)n(C)c(=O)n2C)n1CCCc1ccccc1	-2	0.1	2	0.3	85*	·	67*	1.5	1.1
C/C(=N/NC(=O)c1ccc(Cl)s1)c1ccc(NC(=O)COc2ccc(Cl)cc2)cc1	4	0.9	-7	0.8	9	3	22	0.9	0.78
COc1ccc(S(=O)(=O)NCc2csc(C)n2)cc1	4	1.1	11	0.5	-7	2	46	1.1	-0.29
CCOc1ccc(NC(=O)CN2CCN(CC(=O)Nc3cccc(F)c3)CC2)cc1	-4	0.8	-9	0.7	19	·	27	1	0.05
Cc1ccccc1OCc1nnc2n1CC(C)S2 (stereo not drawn)	6	0.9	3	0.9	14	9	6	0.9	·
CCOC(=O)C1CCN(S(=O)(=O)c2cccc(-c3cn4cccc(C)c4n3)c2)CC1	2	0.4	3	0.5	64*	-7	53*	1.4	-0.02
O=C(CC(SCCO)c1ccc2c(c1)OCO2)c1cccs1 (stereo not drawn)	10	0.1	-7	0	95*	4	100*	1	1.8
CON(C)S(=O)(=O)c1ccc2c(c1)NC(=O)C1CCCN21 (stereo not drawn)	-1	0.6	-3	1	44	3	4	1.1	0.09
O=C(c1cccs1)c1coc2ccc(O)c(CN3CCOCC3)c12	5	0.3	3	0.3	73*	7	65*	1	-1.3
Cc1nc2sc(C(c3cccc(F)c3)N3CCCC(C)C3)c(O)n2n1 (stereo not drawn)	-4	1.2	3	0.9	-21	6	12	1.6	-0.56
CCOCC(=O)Nc1cccc(NC(C)=O)c1	-2	1.1	-3	1	-6	-6	2	0.8	-0.73
COc1ccccc1-c1cc(C(F)(F)F)nc(N2CCN(c3ccccc3)CC2)n1	-10	0.9	-3	1	9	-7	0	1.1	-0.86

One compound at a time (already shown). Screens in order: Ecoli WT expand, CYP2C9 act, PostGolgi yeast, CYP2C19 act, CYP2C9 inhib, EphB4 antag, CYP2C19 inhib, PLAP act, Pyk2 oligo antag
CC1(c2ccc3noc(-c4ccccc4)c3c2)OCCO1 in the list: 5, 0.6, 3, 0.5, 45, ·, 50*, 0.9, -0.01
Cc1ccccc1OCc1nnc2n1CC(C)S2 (stereo not drawn) in the list: 6, 0.9, 3, 0.9, 14, 9, 6, 0.9, ·
CCOCC(=O)Nc1cccc(NC(C)=O)c1 in the list: -2, 1.1, -3, 1, -6, -6, 2, 0.8, -0.73
COc1ccc(S(=O)(=O)NCc2csc(C)n2)cc1 in the list: 4, 1.1, 11, 0.5, -7, 2, 46, 1.1, -0.29

Carrying on:
SMILES	Ecoli WT expand	CYP2C9 act	PostGolgi yeast	CYP2C19 act	CYP2C9 inhib	EphB4 antag	CYP2C19 inhib	PLAP act	Pyk2 oligo antag
Cc1csc(NC(=O)c2nc3nccc(C)n3n2)n1	-4	0.9	9	0.9	11	-9	12	1.1	-0.18
COc1cccc(C2CC(=O)Nc3cc4c(cc32)OCCO4)c1OC(C)C (stereo not drawn)	6	0.4	1	0.5	63*	·	49	1.2	·
CCOc1cc(/C=N/n2cnnc2)ccc1O	5	0.9	0	0.8	11	6	18	1.1	1.2
COc1ccc(C2N(c3ccc(F)cc3)C(=O)C3CCCN32)cc1 (stereo not drawn)	5	0.6	3	0.5	42	6	49	1.6	·
COCCNC(=O)C(c1ccc(F)cc1)N(Cc1ccco1)C(=O)CCC(=O)Nc1nccs1 (stereo not drawn)	1	0.6	0	0.5	36	-1	53*	1.8	-0.1
Cc1ccc(-c2nnc(OCCN3CCOCC3)c3ccccc23)cc1	11	0.6	5	0.6	39	-5	45	1.8	0.2
CCC(c1nnnn1C1CCCC1)N(Cc1cccs1)Cc1cc2cccc(C)c2[nH]c1=O (stereo not drawn)	-2	1.5	-3	0.5	-52	-1	46	1.4	1.9
COc1ccccc1NC(=O)C1CCCN(S(=O)(=O)c2cccc3nsnc23)C1 (stereo not drawn)	7	0.3	2	0.3	71*	4	72*	1.4	0.49
Cc1ccc(Cn2c(SCC(N)=O)nc3c2c(=O)n(C)c(=O)n3C)cc1	1	0.7	11	0.6	28	-4	40	1.3	0.79
O=C(Cc1ccccc1)Nc1scc(-c2ccccc2)c1C(=O)N1CCOCC1	-9	0.8	5	0.8	24	-4	16	0.7	0.35
CCOC(=O)c1ccc(S(=O)(=O)Nc2cc(C(C)(C)C)no2)cc1	-4	0.2	-2	0.8	83*	4	16	1.1	1.2

From PubChem
